Assay outcomes deposited in PubChem BioAssay by several laboratories.
MEKK2 mut-MEK5: signal of MEK5 binding to mutant human MEKK2 PB1 domain. bead flow cytometry, Alexa488-MEK5 binding to MEKK2 mutant. percent response, % at 10 µM. 0.35% of 290,000 active; in the data active = percent response above about 24%, passing the limit was not always enough; also: inactives centre near 1; some results filed as inactive read as strong as hits; reference of the scale not given here
PHOSPHO1 block: PHOSPHO1 (human) inhibition | Q8TCT1 | recombinant PHOSPHO1, absorbance phosphatase assay | inhibition, % at 13.3 µM | 1.1% of 290,000 active; in the data active = inhibition above about 60%
Target sequence (Q8TCT1 whole entry, looked up): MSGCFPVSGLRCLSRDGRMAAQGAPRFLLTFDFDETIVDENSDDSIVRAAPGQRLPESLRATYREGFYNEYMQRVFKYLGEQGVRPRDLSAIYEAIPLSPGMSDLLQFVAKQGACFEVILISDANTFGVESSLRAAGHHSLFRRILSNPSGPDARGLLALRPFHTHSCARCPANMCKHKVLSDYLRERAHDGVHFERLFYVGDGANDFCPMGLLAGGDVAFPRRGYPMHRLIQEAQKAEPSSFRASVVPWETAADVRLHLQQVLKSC
NALP1 inh: NALP1 inhibition | S. cerevisiae NALP1/ASC/caspase-1 growth, X-gal OD620, 72 h | inhibition, % at 10 µM | 0.61% of 280,000 active; in the data active = inhibition mostly above about 24%, no sharp cut-off; inactive = mostly below about 32%; also: some compounds called inactive have numbers as strong as hits
OXTR agonist: agonists of human oxytocin receptor; CHO-OTR cells, Fluo-8 calcium fluorescence; normalized: DMSO 0%, oxytocin 100%; AID 2435; activation, % at 3 µM; 0.32% of 320,000 active; P30559;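 active = activation above the mean of all tested compounds plus 3 SD, cutoff set per screening run, cut at about 20% in these data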;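 also: peak over basal fluorescence ratio from a 100 s FLIPR kinetic read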
Target sequence (P30559 whole entry, looked up): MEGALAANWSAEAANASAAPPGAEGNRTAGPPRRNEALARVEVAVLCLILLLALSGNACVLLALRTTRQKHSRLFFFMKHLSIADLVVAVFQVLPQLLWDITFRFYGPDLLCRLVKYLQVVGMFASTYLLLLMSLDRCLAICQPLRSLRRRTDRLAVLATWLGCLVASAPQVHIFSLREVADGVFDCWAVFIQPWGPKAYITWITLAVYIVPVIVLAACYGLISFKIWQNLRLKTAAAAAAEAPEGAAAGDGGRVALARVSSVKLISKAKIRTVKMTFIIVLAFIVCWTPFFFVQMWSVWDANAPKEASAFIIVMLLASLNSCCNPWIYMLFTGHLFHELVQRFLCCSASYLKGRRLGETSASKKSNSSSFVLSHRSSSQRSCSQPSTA
MEKK2 WT-MEK5: raises or lowers MEK5 binding to wildtype human MEKK2 PB1 domain; Q9Y2U5; bead flow cytometry, Alexa488-MEK5 binding to MEKK2 WT; actives lie on both sides; binding response (% of control), % at 10 µM; 1.1% of 290,000 active; AID 1531; in the data active = binding response below about 67% or above about 130%
FID counter: fluorescent intercalator displacement, NS3 helicase counter-screen | DNA fluorescent intercalator displacement, fluorescence | inhibition, % at 7.9 µM | 0.17% of 290,000 active | AID 1845; in the data active = inhibition above about 37%;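 also: 0% = vehicle and 100% = reference compound; higher means more ethidium bromide displaced from hairpin DNA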
PfM18AAP inh: blocks P. falciparum M18 aspartyl aminopeptidase | recombinant PfM18AAP, H-Glu-NHMec fluorogenic cleavage | 1.2% of 290,000 active | inhibition, % at 7.35 µM;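 active = inhibition above the campaign mean inhibition over all tested compounds plus 3 SD, cut at about 28% in these data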;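 also: 0% = plate median of test compound wells and 100% = 2 mM ZnCl2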
MEKK3 PB1 HTS: MEKK3-MEK5 PB1 interaction, increase or decrease. 1.4% of 290,000 active. binding response (% of control), % at 10 µM. bead-based flow cytometry, Alexa488-MEK5 binding to MEKK3; actives lie on both sides; 0 = blocked by unlabeled MEK5, 100 = vehicle. Q99759. AID 1529;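 active = binding response more than 3 SD above or below the average of its plate-row segment, actives on both sides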;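 also: Alexa488 bead fluorescence after subtracting the streptavidin-only scavenger bead signal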
GPR7 antagonist: blocks human GPR7 receptor signaling; P48145; GPR7-expressing cells, fluorescence antagonist assay; inhibition, % at 4.4 µM; 1.1% of 290,000 active; AID 1861; in the data active = inhibition above about 16%, passing the limit was not always enough;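 also: cells stimulated with the agonist NPW; 0% = agonist with vehicle and 100% = vehicle without agonist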
Target sequence (P48145 whole entry, looked up): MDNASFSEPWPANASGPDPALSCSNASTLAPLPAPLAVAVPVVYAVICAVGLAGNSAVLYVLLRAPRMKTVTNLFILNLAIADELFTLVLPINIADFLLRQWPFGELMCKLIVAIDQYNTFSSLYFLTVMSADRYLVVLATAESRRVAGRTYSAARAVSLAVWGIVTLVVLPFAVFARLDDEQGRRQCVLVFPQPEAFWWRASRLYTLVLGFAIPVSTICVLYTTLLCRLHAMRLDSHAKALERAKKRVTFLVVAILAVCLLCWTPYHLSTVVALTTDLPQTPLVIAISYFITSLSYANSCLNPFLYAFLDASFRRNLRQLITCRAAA
* marks the source's active call; other numbers are inactive results; x = not tested or not shown.

SMILES | MEKK2 mut-MEK5 | PHOSPHO1 block | NALP1 inh | OXTR agonist | MEKK2 WT-MEK5 | FID counter | PfM18AAP inh | MEKK3 PB1 HTS | GPR7 antagonist
C/C(=N\OCC(=O)N/N=C/c1ccccc1O)c1cccs1 | 2 | -11 | 2 | 2.1 | 102 | -6 | 21 | 110 | 8
COc1cc2[nH]c(=O)n(CCCC(=O)N3CC=C(c4ccccc4)CC3)c(=O)c2cc1OC | 10 | 7 | -5 | -1.9 | 120 | -8 | -2 | 127* | -3
COC(=O)c1cccc(N(CC(=O)NC2CCCC2)C(=O)CCC(=O)Nc2cc(C)on2)c1 | -5 | 24 | 7 | 0.6 | 96 | -29 | -17 | 102 | 7
Cc1cc(C)c(NC(=O)CSc2nccn2C)c(C)c1 | 1 | 0 | 18 | 0.0 | 110 | -3 | -5 | 108 | -10
COc1ccccc1-n1cnnc1SCC(=O)NCc1cccs1 | 10 | 10 | 5 | 0.2 | 108 | -4 | -9 | 108 | -10
CCOc1ccc(C(c2c(NC(=O)c3ccccc3)sc(C)c2C)N2CCN(CCO)CC2)cc1 (configuration not stated) | -1 | -13 | 40 | 0.9 | 114 | 7 | 0 | 102 | 0
COc1ccc(CNC(=O)CN2C(=O)C3CCCN3c3ncc(Cl)cc32)cc1 (configuration not stated) | 0 | 1 | 5 | 1.0 | 95 | -7 | 4 | 102 | -6
O=C(NCc1cccs1)C1CC(c2ccc(F)cc2)=NO1 (configuration not stated) | -3 | -8 | 8 | -0.5 | 100 | 0 | 1 | 104 | 1
CCO[C@H]1OC(C(=O)O)=C[C@@H](c2cn(C(C)=O)c3ccccc23)[C@@H]1CCCO | -3 | x | x | 0.6 | 98 | x | x | 96 | x
CN(CC(=O)Nc1ccc(Cl)cc1)S(=O)(=O)c1ccc2c(c1)n(C)c(=O)c(=O)n2C | 3 | 38 | -17 | 0.9 | 89 | 2 | -3 | 98 | 2
CC12CC(NC(=O)N1c1cccc(C(=O)N3CCN(c4ccccc4F)CC3)c1)c1ccccc1O2 (configuration not stated) | 5 | 5 | 3 | -0.7 | 106 | -59 | 5 | 104 | -5
COc1cc2cc(C(=O)N3CCC(Cc4ccccc4)CC3)[nH]c2cc1OC | 4 | 30 | 11 | -0.7 | 104 | -33 | 3 | 105 | 19
O=c1c(CN2CCN(c3ccccn3)CC2)coc2ccccc12 | -3 | 0 | 33 | -0.5 | 100 | 0 | -4 | 99 | 1
CCN(CC(=O)Nc1c(F)cccc1F)C(=O)c1ccc(C#N)cc1 | -4 | 16 | -46 | 1.1 | 93 | -8 | 3 | 94 | -1
COc1ccccc1OCCCOc1ccc([N+](=O)[O-])cc1Cl | 5 | 27 | 0 | -0.6 | 99 | 0 | -10 | 97 | -2
Cc1nn(-c2nc3ccccc3[nH]2)c(=O)c2ccccc12 | -1 | 42 | -3 | -0.3 | 102 | 7 | 12 | 102 | 12
COc1ccc(OC)c(N(CC(=O)NCCSCc2ccc(C)cc2)S(C)(=O)=O)c1 | 1 | 19 | 13 | -1.2 | 104 | -38 | -5 | 101 | 4
OCCNCc1cc(Br)ccc1OCc1ccc(Cl)cc1 | x | 4 | -2 | 8.7 | x | 19 | -3 | x | 15
COC(=O)c1c(C)n(-c2ccccc2)c2ccc(O)cc12 | -1 | 7 | 16 | -1.8 | 91 | -14 | 2 | 99 | -5
CC1=NN(c2ccccc2)C(=O)C1C=Nc1ccccc1O (configuration not stated) | -16 | -1 | 13 | 6.0 | 87 | -8 | 4 | 88 | -7
O=C(NCCN1CCCCC1)/C(=C/c1ccco1)NC(=O)c1ccccc1 | -2 | 28 | 22 | 0.3 | 101 | 1 | 4 | 103 | 11
CCc1ccc(C(C(=O)NC(C)(C)CC)N(Cc2ccco2)C(=O)Cn2nnc3ccccc32)cc1 (configuration not stated) | 1 | 0 | 13 | -1.0 | 96 | -25 | 2 | 100 | -9
COC(=O)c1ccccc1NC(=O)CCC(=O)N1CC(C)Oc2ccc(C)cc21 (configuration not stated) | -2 | -51 | 12 | -1.4 | 100 | -41 | 1 | 101 | -4
O=C(CSc1nnc(CNC(=O)C23CC4CC(CC(C4)C2)C3)n1-c1ccc(F)cc1)Nc1ccccc1 | 7 | -9 | 13 | 2.9 | 107 | -3 | -5 | 101 | -5
COCCNC(=O)C(NC(=O)C1CCCCC1)C(C)C (configuration not stated) | -2 | 23 | 0 | -1.0 | 94 | 2 | 1 | 103 | -12

In another format: entries from further up.
mol,MEKK2 mut-MEK5,PHOSPHO1 block,NALP1 inh,OXTR agonist,MEKK2 WT-MEK5,FID counter,PfM18AAP inh,MEKK3 PB1 HTS,GPR7 antagonist
CCO[C@H]1OC(C(=O)O)=C[C@@H](c2cn(C(C)=O)c3ccccc23)[C@@H]1CCCO,-3,x,x,0.6,98,x,x,96,x
CN(CC(=O)Nc1ccc(Cl)cc1)S(=O)(=O)c1ccc2c(c1)n(C)c(=O)c(=O)n2C,3,38,-17,0.9,89,2,-3,98,2
CC12CC(NC(=O)N1c1cccc(C(=O)N3CCN(c4ccccc4F)CC3)c1)c1ccccc1O2 (configuration not stated),5,5,3,-0.7,106,-59,5,104,-5
COc1cc2cc(C(=O)N3CCC(Cc4ccccc4)CC3)[nH]c2cc1OC,4,30,11,-0.7,104,-33,3,105,19
O=c1c(CN2CCN(c3ccccn3)CC2)coc2ccccc12,-3,0,33,-0.5,100,0,-4,99,1
CCN(CC(=O)Nc1c(F)cccc1F)C(=O)c1ccc(C#N)cc1,-4,16,-46,1.1,93,-8,3,94,-1
COc1ccccc1OCCCOc1ccc([N+](=O)[O-])cc1Cl,5,27,0,-0.6,99,0,-10,97,-2

Continuation.
SMILES | MEKK2 mut-MEK5 | PHOSPHO1 block | NALP1 inh | OXTR agonist | MEKK2 WT-MEK5 | FID counter | PfM18AAP inh | MEKK3 PB1 HTS | GPR7 antagonist
O=C(COC(=O)[C@H](Cc1ccccc1)NC(=O)c1cccs1)NC1CC1 | -1 | 3 | 25 | -0.8 | 95 | -7 | 0 | 68 | 9
Cc1ccc(-n2c(SCC(=O)N/N=C/c3ccccc3C(=O)O)nnc2-c2ccccc2)cc1 | -9 | 13 | x | -1.3 | 96 | -49 | 2 | 91 | -3
COc1ccc(N(C(C)C(=O)N/N=C/c2ccc(OC(C)C)cc2)S(C)(=O)=O)cc1 (configuration not stated) | 1 | 26 | 4 | 0.1 | 102 | -17 | -3 | 102 | 3
Cc1cccc2nc(-c3cccnc3)c(Nc3ccccc3)n12 | 3 | 25 | -13 | -0.8 | 106 | -14 | 7 | 104 | -4
O=C(NCCc1cnc[nH]1)c1ccc(-c2ccccc2)cc1 | 6 | 50 | 4 | 0.8 | 104 | 1 | 7 | 99 | -9
Cc1cc2ncn(S(=O)(=O)N3CCCCC3)c2cc1C | 1 | 32 | 27 | -1.4 | 96 | -16 | 0 | 101 | -4
O=c1c2c3c(sc2ncn1/N=C/c1cccnc1)CCCC3 | -3 | -3 | -1 | 0.7 | 93 | 3 | 0 | 99 | -8
Cc1cc(C)nc(SCc2nnc(SCC#N)n2-c2cccc(Cl)c2)n1 | 0 | -14 | 33 | -1.4 | 101 | -24 | 1 | 104 | 4
O=C(c1nc2ccccn2c1CNCCCn1cccn1)N1CCCC1 | -4 | 10 | -2 | 0.6 | 97 | 3 | 1 | 97 | -18
COc1cc(CNc2ccc3c(c2)OCCO3)ccc1OCC(N)=O | -11 | 3 | -19 | 0.9 | 88 | -3 | -3 | 97 | -11
Cc1ccccc1NC(=O)C1C2CC/C=C\CCC21 (configuration not stated) | -6 | -10 | 23 | -2.0 | 96 | -7 | -13 | 95 | 2
COc1ccc(CN2CCCC(N3CCN(c4cccc(Cl)c4)CC3)C2)cc1OC (configuration not stated) | 13 | x | 27 | x | 118 | 2 | -3 | 106 | 15
Cc1nnc(NC(=O)c2cccc(S(=O)(=O)N3CCOCC3)c2)s1 | 5 | 8 | 15 | -0.8 | 105 | -3 | 9 | 102 | -9
CCOc1ccccc1NC(=O)C(=O)CC(=O)c1cccc(OC)c1 | 5 | 16 | 10 | -0.4 | 100 | -22 | -5 | 101 | -3
CC(=O)N1CCOc2ccc(S(=O)(=O)N3CC(C)CC(C)C3)cc21 (configuration not stated) | 1 | 38 | 6 | 1.6 | 105 | -44 | -2 | 103 | -3
CC(NCCc1ccc(S(N)(=O)=O)cc1)C(=O)NCc1ccccc1 (configuration not stated) | 6 | -16 | 12 | 0.6 | 103 | -2 | -8 | 104 | 0
Cc1nn(C)cc1C(=O)NNC(=S)Nc1ccccc1 | 4 | -38 | -1 | 0.4 | 106 | 3 | 14 | 104 | 10
NC(=O)C1Cc2ccccc2CN1C(=O)c1cccc(Oc2ccccc2)c1 (configuration not stated) | -3 | 26 | 6 | 1.9 | 97 | -36 | -8 | 98 | -2
O=C(CN1C(=O)/C(=C\c2ccc(F)cc2)Oc2ccccc21)N1CCN(c2ccccn2)CC1 | 3 | 1 | 14 | -0.1 | 106 | -1 | 5 | 107 | 2
O=C(Cc1ccc(Cl)cc1)Nc1ccccc1C(=O)N1CCCC1 | -3 | x | -1 | -0.1 | 97 | -12 | -5 | 100 | -3
CCOC(=O)CC(=O)Nc1ccc(C)cc1 | x | 16 | -5 | 0.6 | x | 1 | -7 | x | -14
CCc1nc2sc3c(c2c(=O)n1N)CCC3 | 8 | 10 | 14 | -1.9 | 108 | -3 | 2 | 102 | -17
CCCC1=NN(C(=O)Cc2ccc([N+](=O)[O-])cc2)C(O)(C(F)(F)F)C1 (configuration not stated) | -9 | 9 | 12 | 1.0 | 94 | -4 | 3 | 92 | 0
CCOc1ccc(NS(=O)(=O)c2ccc(C(=O)N3CCCCC3)cc2)cc1 | 9 | 48 | 11 | 24* | 107 | -33 | 3 | 101 | 11
Cc1cc(C(F)(F)F)nn1Cc1n[nH]c(=S)n1-c1ccc(F)cc1 | 0 | -4 | 19 | 1.2 | 103 | -15 | 15 | 121 | -13

Carrying on:
SMILES | MEKK2 mut-MEK5 | PHOSPHO1 block | NALP1 inh | OXTR agonist | MEKK2 WT-MEK5 | FID counter | PfM18AAP inh | MEKK3 PB1 HTS | GPR7 antagonist
Cn1c(=O)c2c(nc(N3CCCC3)n2CC(O)CO)n(C)c1=O (configuration not stated) | 1 | -37 | 4 | 1.2 | 96 | 0 | 1 | 94 | 4
Cc1nc(C)c(C(=O)N2CCCC(CCC(=O)NCc3ccc(F)c(F)c3)C2)s1 (configuration not stated) | -3 | 46 | -7 | -0.2 | 99 | -24 | 0 | 95 | -13
CC(=O)Nn1cnc2c(c1=O)C1(CCCC1)Cc1ccccc1-2 | 1 | -23 | x | -1.1 | 94 | -11 | 1 | 104 | -6
Cc1cc(C)c2nc(N(CCN(C)C)C(=O)c3ccc4ccccc4c3)sc2c1 | 18 | 22 | 22 | 0.2 | 132 | 23 | 5 | 101 | -10
Cc1cccc(-c2cc3nc(C)cc(N4CC(C)CC(C)C4)n3n2)c1 (configuration not stated) | 2 | -11 | -1 | -1.1 | 111 | -1 | -3 | 105 | -7
Cc1ccccc1/C=C/c1cccc[n+]1C | 4 | -137 | -8 | x | 106 | 1 | 3 | 105 | -5
O=C(Nc1ccc(NC(=O)C2CC2)nc1)c1ccccn1 | 4 | -6 | -1 | 1.6 | 101 | -3 | 2 | 103 | -4
Cc1ccc(/C=N\NC(=O)C2COc3cc4ccccc4cc3O2)o1 (configuration not stated) | 9 | 9 | 8 | 1.8 | 103 | -10 | -23 | 103 | 3
CCN(CC)CCNC(C(=O)Nc1cc(C(F)(F)F)ccc1Cl)c1ccccc1 (configuration not stated) | 0 | -4 | 28 | 1.4 | 106 | 6 | 0 | 143* | -2
Cc1cc(C)c(/C=N/NC(=O)c2nnn(-c3nonc3N)c2COc2ccc(F)cc2)c(C)c1 | -3 | -8 | -1 | 0.2 | 96 | 0 | 8 | 96 | -7

Not a hit list, and some 6.2% of all compounds hit somewhere here.
